EPAC2 antag = qHTS for Antagonist of cAMP-regulated guanine nucleotide exchange factor 2 (EPAC2): primary screen; EPAC2 GEF exchange of Rap1B-BODIPY-GDP, fluorescence; Rap guanine nucleotide exchange factor 4 (Homo sapiens), Q8WZA2; 360,000 tested, 0.18% active; Potency, µM (highest dose often 114 µM), without a hit: at the top dose activity, negative = inhibition, most hits filed as inhibitors; AID 720708, 2013; also: % is scaled to controls: 0 for no effect and ±100 for the full control effect; nearly all actives have a fitted effect of over 45% in size; many of its hits are not listed in these tables
Target sequence (Q8WZA2 whole entry, looked up): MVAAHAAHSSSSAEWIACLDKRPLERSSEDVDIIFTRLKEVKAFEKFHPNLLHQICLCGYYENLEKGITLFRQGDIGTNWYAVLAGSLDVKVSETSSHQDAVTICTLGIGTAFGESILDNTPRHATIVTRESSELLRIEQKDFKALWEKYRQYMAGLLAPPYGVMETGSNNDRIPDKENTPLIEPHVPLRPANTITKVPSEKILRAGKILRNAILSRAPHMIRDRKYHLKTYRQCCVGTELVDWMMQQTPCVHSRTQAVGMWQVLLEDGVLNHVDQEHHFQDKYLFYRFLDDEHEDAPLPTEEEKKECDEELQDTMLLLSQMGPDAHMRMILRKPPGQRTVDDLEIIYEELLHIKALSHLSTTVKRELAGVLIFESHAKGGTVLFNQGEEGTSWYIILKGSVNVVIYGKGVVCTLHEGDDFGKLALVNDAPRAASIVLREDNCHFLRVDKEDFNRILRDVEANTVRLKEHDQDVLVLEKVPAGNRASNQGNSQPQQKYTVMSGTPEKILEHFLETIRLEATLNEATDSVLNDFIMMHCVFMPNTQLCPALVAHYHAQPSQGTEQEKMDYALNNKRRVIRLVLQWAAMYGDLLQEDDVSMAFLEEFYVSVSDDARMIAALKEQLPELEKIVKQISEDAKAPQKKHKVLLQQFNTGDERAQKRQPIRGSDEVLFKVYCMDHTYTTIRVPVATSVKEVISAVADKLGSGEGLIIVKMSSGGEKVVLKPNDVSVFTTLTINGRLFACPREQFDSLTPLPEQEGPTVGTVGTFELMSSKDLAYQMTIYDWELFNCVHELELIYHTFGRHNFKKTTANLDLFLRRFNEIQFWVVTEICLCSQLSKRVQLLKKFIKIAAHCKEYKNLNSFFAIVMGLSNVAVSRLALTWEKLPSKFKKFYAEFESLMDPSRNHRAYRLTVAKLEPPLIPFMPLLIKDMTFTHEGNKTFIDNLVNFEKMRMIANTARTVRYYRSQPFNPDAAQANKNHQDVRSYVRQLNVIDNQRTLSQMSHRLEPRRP
Nrf2 block = Nrf2 qHTS screen for inhibitors | A549 ARE-Fluc reporter, luciferase luminescence, 18-24 h | Potency, µM (titrated, usually from 46 µM), for the others: top-dose activity change, negative = inhibition, most hits filed as inhibitors | 360,000 tested, 2.1% active; also: % is scaled to controls: 0 for no effect and ±100 for the full control effect; nearly all actives have a fitted effect of over 60% in size
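Nrf2 function is reported as luminescence of an ARE-controlled luciferase in A549 cells. Compounds were tested at several concentrations, and a CellTiter-Fluor read on the same wells flagged cytotoxicity.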
TGFb SMAD3 inh = qHTS for Inhibitors of TGF-b. 410,000 tested, 1.2% active. Potency, µM (highest dose often 46.1 µM), for inactives: at the highest dose activity, negative = inhibition, actives largely listed as inhibitors. HepG2 CAGA-GFP TGF-b/SMAD3 reporter, GFP fluorescence, 18 h; TGF-beta stimulated, 500 pg/mL final. AID 588855, 2011; also: % is scaled to controls: 0 for no effect and ±100 for the full control effect; nearly all actives have a fitted effect of over 65% in size
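GFP signal (ex488/em500-530) from TGF-beta-stimulated HEPG2 CAGA-GFP cells, 500 pg/mL final, 18 h at 37 degrees C in DMEM plus 1% FBS, normalized to unstimulated and DMSO-stimulated controls.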
ATXN viability = Viability Counterscreen for Primary qHTS for Inhibitors of ATXN expression | S2 cells (HEK-293 line with an ATXN2-luciferase reporter) viability, CellTiter-Fluor protease fluorescence, 24 h | Potency, µM (top dose mostly 56.7 µM), usual class: cytotoxic | 400,000 tested, 0.49% active | AID 651635, 2014; also: nearly all actives have a fitted effect of over 40% in size
ATXN2 expr inh = Primary qHTS for Inhibitors of ATXN expression | Potency, µM (top dose mostly 57 µM), inactives show at the highest dose activity change, negative = inhibition, usual class: inhibitors | 360,000 tested, 0.72% active | HEK-293 ATXN2-luciferase reporter, luminescence, 24 h; also: % is scaled to controls: 0 for no effect and ±100 for the full control effect; nearly all actives have a fitted effect of over 55% in size
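qHTS (up to 57 uM final) was run with 24 h compound exposure of reporter cells at 37 °C. Each well was multiplexed: SteadyGlo luminescence measured ATXN2-luciferase expression after a fluorogenic Gly-Phe-AFC viability readout (25 uM final).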
MCF10A rerep = A quantitative high throughput screen for small molecules that induce DNA re-replication in MCF 10a normal breast cells. MCF 10A DNA re-replication, Hoechst nuclear intensity, 48 h. Potency, µM (highest dose often 46.1 µM), for inactives: at the highest dose activity, positive = re-replication, hits mostly activators. 350,000 tested, 2.9% active; also: % of control where 0% means no effect; nearly all actives have a fitted effect of over 50% in size
A549 tox = Nrf2 qHTS screen for inhibitors: counterscreen for cytotoxicity | A549 ARE-Fluc cells, CellTiter-Fluor viability, 18-24 h | Potency, µM (doses to about 46 µM), for the others: top-dose activity change, negative = cytotoxicity, usual class: inhibitors | 390,000 tested, 0.16% active | AID 504648, 2011; also: % is scaled to controls: 0 for no effect and ±100 for the full control effect
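A549 ARE-Fluc cells in 5% FBS OPTI-MEM, 5000 cells/well, rested 2 h then exposed to compounds in concentration-response for 18-24 h at 37 °C. Viability by CellTiter-Fluor fluorescence (Ex 405/Em 525) after 30 min; luciferase luminescence (BugLite, 15 min, RT) read afterwards.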
HepG2 viability = qHTS for Inhibitors of TGF-b: Cytotox Counterscreen. AID 588856, 2011. Potency, µM (doses to about 46.1 µM), for inactives: at the highest dose activity change, negative = cytotoxicity, actives largely listed as cytotoxic. 410,000 tested, 0.76% active. HepG2 CAGA-GFP viability, ATP luminescence, 18 h; also: some results filed as inactive show a strong effect at the top dose
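HepG2 CAGA-GFP cells (1000/well, DMEM with 1% FBS) received compound, then TGF-beta at 500 pg/mL final, and were incubated 18 hours at 37 degrees C. Viability was read by CellTiter-Glo luminescence. Media-only wells were set as complete cell-killing and DMSO as no toxicity.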
Nrf2 ARE act = qHTS of Nrf2 Activators; 410,000 tested, 0.31% active; Potency, µM (top dose mostly 46.1 µM), inactives show at the highest dose activation, hits mostly activators; AREc32 ARE-luciferase reporter (MCF7-derived line), luminescence, 24 h; AID 624171, 2012; also: % of control where 0% means no effect; nearly all actives have a fitted effect of over 65% in size
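ARE activation measured as luciferase luminescence (Steady-Glo, 30 min RT) in AREc32_Fluc cells after 24 hr compound exposure at 37 deg C, 5% CO2; cells seeded overnight at 1000/well in OPTI-MEM, 5% FBS.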
The depositor's hits bear a star; i = inactive; ? = inconclusive; . = not tested or not shown; [ ] = dose if it differs, or a comment. Calls follow the shape of the dose curve; as a rule, active = well fitted curve in the direction sought with a large enough effect; inconclusive = small, poorly fitted or top-dose-only effect, or another doubt; inactive = no such curve, though single readings can be large; an effect the other way counts as inactive or inconclusive. Potency is read from the fitted curve at half-maximal effect.

Start of the data: the first four records, to show the layout:
Values run as follows: EPAC2 antag | Nrf2 block | TGFb SMAD3 inh | ATXN viability | ATXN2 expr inh | MCF10A rerep | A549 tox | HepG2 viability | Nrf2 ARE act
1	COc1ccccc1CCNC(=O)Cc1c(C)c2c(cc(C)c3c(C)c(C)oc32)oc1=O
 : . | 6% | 5% | . | . | . | -3% | 1% | -0.8%
2	CSc1nc(SCC(=O)NCc2ccco2)c2c3c(sc2n1)CN(C)CC3
 : 3% | 0% | 2% | i | 5% | -2% | -8% | 2% | 8.4%
3	CCCN(CCC)C(=O)CCS(=O)(=O)c1cccc2nsnc12
 : 3% | -10% | 1% | i | -5% | 9% | -3% | -33% | 2.4%
4	Cc1ccc(C(=O)Nc2ccc(-c3nc4ccccc4s3)c(O)c2)c(C)c1
 : . | . | 5% | . | . | . | -8% | 6% | 1.0%

All compounds of this part, from the start:
Values run as follows: EPAC2 antag | Nrf2 block | TGFb SMAD3 inh | ATXN viability | ATXN2 expr inh | MCF10A rerep | A549 tox | HepG2 viability | Nrf2 ARE act
1	COc1ccccc1CCNC(=O)Cc1c(C)c2c(cc(C)c3c(C)c(C)oc32)oc1=O
 : . | 6% | 5% | . | . | . | -3% | 1% | -0.8%
2	CSc1nc(SCC(=O)NCc2ccco2)c2c3c(sc2n1)CN(C)CC3
 : 3% | 0% | 2% | i | 5% | -2% | -8% | 2% | 8.4%
3	CCCN(CCC)C(=O)CCS(=O)(=O)c1cccc2nsnc12
 : 3% | -10% | 1% | i | -5% | 9% | -3% | -33% | 2.4%
4	Cc1ccc(C(=O)Nc2ccc(-c3nc4ccccc4s3)c(O)c2)c(C)c1
 : . | . | 5% | . | . | . | -8% | 6% | 1.0%
5	CCOc1ccc(C(=O)N(CN2CCCC2=O)c2cccc(Cl)c2)cc1
 : 11% | 21% | 2% | i | -1% | 5% | 5% | 1% | 3.4%
6	CN(C)C(=O)c1ccc(NC(=O)CN2CCc3cc4c(cc3C2)OCCCO4)cc1
 : 3% | -5% | 0% | i | 11% | 1% | 2% | 1% | -0.3%
7	O=C(c1nc2ncccn2n1)N1CCc2ccccc2C1
 : -8% | 4% | 4% | i | -6% | 1% | -8% | -37% | -0.2%
8	Cc1nnc(SCC(=O)Nc2ccccc2)n(N)c1=O
 : 9% | -4% | 23% | i | -1% | 4% | 1% | 0% | 1.9%
9	O=C(Nc1ncccc1O)c1cccc(S(=O)(=O)N2CCN(c3ccc(F)cc3)CC2)c1
 : 11% | 0% | -5% | i | -2% | 7% | -6% | -3% | 0.2%
10	CCOC(=O)CN1C(=O)N(c2ccc(C)c(C)c2)S(=O)(=O)c2ccccc21
 : . | . | -10% | i | -10% | . | -24% | -16% | 0.7%
11	COc1ccc(-c2nnc(SCCC(=O)O)n2-c2ccccc2)cc1OC
 : 3% | . | -3% | i | 2% | -22% | -1% | 3% | -0.3%
12	O=C(Nc1cccnc1)C1CC(=O)N(c2ccc(F)cc2)C1 (configuration not stated)
 : 3% | 3% | 1% | i | 26% | 3% | ? | 4% | -0.8%
13	CC(=O)Nc1ccc(-c2ccnc3c2CC(C)(C(=O)Nc2cccc(Oc4ccccc4)c2)O3)cc1 (configuration not stated)
 : 2% | . | -29% | ? | -23% | . | . | -16% | -0.1%
14	O=S(=O)(Cc1ccccc1)N1CCN(Cc2ccccc2)CC1
 : 6% | 10% | 0% | i | 0% | 4% | 18% | -17% | -0.1%
15	O=C(COc1ccccc1Cl)NCCc1ccc2c(c1)OCCO2
 : -6% | 9% | 3% | i | 29% | 2% | 2% | -9% | 0.6%
16	Cn1c(SCCOc2ccccc2Cl)nnc1-c1cccs1
 : 18% | 16% | -4% | i | 17% | 4% | 0% | -19% | -0.9%
17	Cc1ccc(C(=O)N(Cc2nnc(-c3ccc(Cl)cc3)o2)C2CC2)o1
 : -4% | -27% | -2% | i | 9% | -1% | -6% | 4% | 6.1%
18	CCOC(=O)N1CCN(CCC(=O)Nc2ccccc2OC)CC1
 : -2% | -1% | 8% | i | -9% | -3% | 1% | 7% | -0.2%
19	Cc1ccc(C(=O)NCc2ccco2)cc1
 : 12% | 1% | -12% | ? | -36% | ? | 2% | -27% | 0.3%
20	O=C(Nc1cc(Cl)ccc1N1CCOCC1)c1cccnc1Cl
 : -4% | 1% | 1% | i | -4% | 5% | 4% | -20% | 2.8%
21	Cc1ccc(S(=O)(=O)/N=C(/Nc2ccccc2C)c2ccccc2)cc1
 : -20% | -7% | 1% | ? | 4% | 5% | 0% | -11% | -0.2%
22	c1ccc(C(Cc2nc(-c3cccnc3)no2)c2ccccc2)cc1
 : -19% | ? | -13% | i | -11% | 2% | 1% | 24% | 4.2%
23	Cc1cc(C)n(-c2ccc(C(C)C)cc2)c(=O)c1C#N
 : -2% | ? | 9% | i | . | -7% | -4% | 9% | -0.6%
24	CCC(=NCCN1CCNCC1)C1=C(O)CC(C)(C)CC1=O
 : 17% | 21% | 0% | i | 3% | -7% | 0% | -3% | 0.3%
25	COc1ccc(/C(N)=N/OC(=O)c2ccc3c(c2)OCO3)cc1
 : 5% | ? | 0% | i | 48%[activator] | -1% | -4% | -20% | 7.8%
26	CN(Cc1ccccc1)C(=O)c1ccc(NC(=O)Cc2ccc(NC(=O)C3CCCN(C(=O)c4ccccc4)C3)cc2)cc1 (configuration not stated)
 : -2% | ? | -31% | i | -10% | 14% | 1% | -1% | 3.9%
27	CCOc1ccc(CNC(=O)C2CCCN(S(=O)(=O)N3CCC(C)CC3)C2)cc1OC (configuration not stated)
 : -7% | . | -16% | ? | . | . | . | -19% | -0.4%
28	CC(C)CCNC(=O)c1cc(S(=O)(=O)N2CCC3(CC2)OCCO3)ccc1F
 : -24% | . | -3% | ? | . | . | . | 5% | -0.1%
29	CCCSc1nc2sc3c(c2c(=O)n1-c1ccccc1)CCC(C)C3 (configuration not stated)
 : . | -15% | 3% | i | 10% | . | 11% | -1% | -0.6%
30	Cc1ccc(NC(=S)NCC(C)C)cc1
 : 5% | 14% | -9% | i | 26% | 3% | 4% | -17% | -0.4%
31	O=c1[nH]c(CN2CCN(Cc3ccccc3)CC2)nc2scc(-c3ccccc3)c12
 : -2% | -2% | -28% | i | -22% | 2% | 3% | 0% | -0.5%
32	CCOc1ccc(N2CC(C(=O)Nc3ccccc3C(=O)NC3CC3)CC2=O)cc1 (configuration not stated)
 : -12% | 2% | 3% | i | 2% | 0% | 0% | 2% | 0.4%
33	Cc1cccc(CCN(C(=O)c2snc(C(N)=O)c2N)C(C(=O)NCC2CCCO2)c2ccc(F)cc2)c1 (configuration not stated)
 : -19% | ? | 12% | i | 1% | ? | -11% | -4% | 2.5%
34	CCOC(=O)Cn1nc(/C=C/c2ccc(C)cc2)ccc1=O
 : -5% | . | 2% | i | 16% | 1% | -1% | -4% | 1.9%
35	COC(=O)c1c(NC(=O)CN(c2ccc(C)c(C)c2)S(C)(=O)=O)sc2c1CCCC2
 : -3% | 7% | 0% | i | -22% | 14% | -1% | -19% | 3.2%
36	CCOc1cc(C=O)ccc1OCCCN1C(=O)NC(C)(C)C1=O
 : -3% | 4% | -12% | i | -1% | 7% | 3% | 0% | -0.3%
37	CC1(C)CC(=O)C(N=Nc2cc(S(=O)(=O)N3CCOCC3)ccc2Cl)=C(O)C1
 : -11% | 2% | 4% | i | 1% | 5% | -1% | 16% | 0.4%
38	COc1ccc(Cl)cc1NS(=O)(=O)c1cccc(C(=O)NCCCN2CCOCC2)c1
 : 2% | . | 6% | i | . | . | . | -22% | -1.2%
39	CC(OC(=O)CN1C(=O)c2ccccc2C1=O)C(=O)NC1CCCC1 (configuration not stated)
 : -4% | -6% | -3% | i | 8% | -2% | 2% | -2% | -0.3%
40	Cn1nc(C(=O)Nc2ccc(S(=O)(=O)N3CCCCC3)cc2)c2ccccc2c1=O
 : -7% | ? | -5% | i | -8% | -1% | -4% | -11% | 6.7%
41	Cc1ccc2oc3c(c(=O)c2c1)C(c1ccc(F)cc1)N(c1nc(C)c(C)s1)C3=O (configuration not stated)
 : . | 4% | ? | . | . | . | 1% | -20% | 0.4%
42	Cn1c(=O)c2[nH]c(SCc3cccnc3)nc2n(C)c1=S
 : -3% | 3% | 23% | i | 22% | -2% | 2% | 9% | 0.3%
43	O=[N+]([O-])c1cccc(C(=Nc2ccccc2Cl)NO)c1
 : -4% | ? | -1% | i | -5% | 0% | -5% | -14% | 0.3%
44	COc1ccc(-n2nc(C(=O)N(C)C)nc2-c2ccccc2)cc1
 : 5% | -8% | -1% | i | 2% | -1% | -4% | -9% | -0.6%
45	CCCNC(=S)Nc1ccc(CC(=O)OC)cc1
 : 3% | 0% | -2% | i | 6% | 0% | -12% | -3% | -0.7%
46	CCN(CC)c1ccc(N2C(=O)/C(=C/c3ccccn3)SC2=S)cc1
 : -4% | 3% | -15% | i | -15% | 10% | 2% | -16% | -0.4%
47	Nc1nnc(SCc2cccc(C(F)(F)F)c2)s1
 : -4% | -6% | -2% | i | 3% | 0% | -14% | -4% | -1.0%

Four of the entries above in order of their number in EPAC2 antag, low to high.
nr	Structure	EPAC2 antag
46	CCN(CC)c1ccc(N2C(=O)/C(=C/c3ccccn3)SC2=S)cc1	-4%
42	Cn1c(=O)c2[nH]c(SCc3cccnc3)nc2n(C)c1=S	-3%
45	CCCNC(=S)Nc1ccc(CC(=O)OC)cc1	3%
44	COc1ccc(-n2nc(C(=O)N(C)C)nc2-c2ccccc2)cc1	5%

High-throughput results: PubChem, National Center for Advancing Translational Sciences (NCATS)

These rows are one share of the data; count on the stated rates, not on these rows.
